AmpC inh detg – qHTS Inhibitors of AmpC Beta-Lactamase (assay with detergent); AmpC hydrolysis of nitrocefin, absorbance 480 nm, 0.01% Triton; Potency, µM (series often up to 114 µM), inactives show top-dose activity change, negative = inhibition, actives largely listed as inhibitors; hit rate 0.041% among 370,000; AID 485294, 2010;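 further: potency means the concentration at half of the fitted maximal effect; 0% = no-compound wells and -100% = no-enzyme wells; nearly all actives have a fitted effect of over 25% in size; some results filed as inactive show a strong effect at the top dose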
Target sequence (P00811 whole entry, looked up): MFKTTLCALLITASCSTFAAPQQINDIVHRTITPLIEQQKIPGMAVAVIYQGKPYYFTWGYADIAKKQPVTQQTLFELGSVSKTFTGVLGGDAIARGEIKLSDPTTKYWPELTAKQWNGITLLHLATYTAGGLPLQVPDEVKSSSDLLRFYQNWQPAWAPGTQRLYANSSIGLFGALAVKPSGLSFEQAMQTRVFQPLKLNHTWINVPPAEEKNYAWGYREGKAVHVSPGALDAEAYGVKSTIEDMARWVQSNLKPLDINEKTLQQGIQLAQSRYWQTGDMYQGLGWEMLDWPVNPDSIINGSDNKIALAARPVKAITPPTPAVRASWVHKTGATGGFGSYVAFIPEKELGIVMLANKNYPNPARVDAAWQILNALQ
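20 mM phosphate pH 7.0 + 0.01% (detergent screen) or 0.0001% Triton X-100; 5.3 nM AmpC reagent; cpd preinc 15 min RT; nitrocefin (800 uM stock) to start; A480 q20 s × 4 min; Activity was normalised to no-enzyme and no-compound control wells.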
Tb PYK inh – qHTS of Trypanosoma Brucei Inhibitors; pyruvate kinase (Trypanosoma brucei), Q57TT1; TbPYK enzyme, Kinase-Glo Plus ATP luminescence, 45 min; Potency, µM (doses to about 76.8 µM), for the others: top-dose activity, negative = inhibition, hits mostly inhibitors; hit rate 0.12% among 410,000; AID 624173, 2012; further: potency means the concentration at half of the fitted maximal effect; nearly all actives have a fitted effect of over 50% in size
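Screened from lowest to highest concentration, compounds were pinned into TbPYK/substrate mixtures, and ADP (130 uM final) was added. Plates sat at room temperature for 45 min prior to Kinase-Glo Plus detection by luminescence.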
AmpC inh no detg – qHTS Inhibitors of AmpC Beta-Lactamase (assay without detergent). AID 485341, 2010. Potency, µM (highest dose often 57.1 µM), for inactives: at the top dose activity change, negative = inhibition, actives largely listed as inhibitors. P00811. AmpC nitrocefin hydrolysis, absorbance 480 nm, 0.0001% Triton. hit rate 0.52% among 330,000;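 further: potency means the concentration at half of the fitted maximal effect; plate controls were no compound for no effect and no enzyme for full effect; nearly all actives have a fitted effect of over 20% in size; some results filed as inactive show a strong effect at the top dose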
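AmpC (5.3 nM in the dispensed reagent) in 20 mM phosphate pH 7.0 with 0.01% (detergent screen) or 0.0001% Triton X-100 was preincubated with compounds for 15 min at room temperature. Nitrocefin was then added from an 800 uM solution, and hydrolysis was followed at 480 nm.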
Sm TGR inh – qHTS Assay for the Inhibitors of Schistosoma Mansoni Peroxiredoxins; Potency, µM (highest dose often 114 µM), for the others: at the top dose activity change, negative = inhibition, most hits filed as inhibitors; hit rate 3% among 360,000; Schistosoma mansoni thioredoxin glutathione reductase (TGR), Q962Y6; purified TGR, DTNB reduction, TNB absorbance 405 nm; further: potency means the concentration at half of the fitted maximal effect; nearly all actives have a fitted effect of over 60% in size
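First, TGR (20 nM dispensed) and NADPH were mixed with compound. Second, a 15 min room-temperature incubation followed. Third, further NADPH and then DTNB were added to start the reaction. Finally, TNB absorbance was monitored kinetically.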
LmPK inhibitor – qHTS Assay for Inhibitors of Leishmania Mexicana Pyruvate Kinase (LmPK) | Q27686 | AID 1721, 2009 | Potency, µM (titrated, usually from 57.5 µM), without a hit: at the top dose activity change, negative = inhibition, hits mostly inhibitors | hit rate 0.37% among 290,000 | purified LmPK, Kinase-Glo ATP luminescence, 1 h; further: potency means the concentration at half of the fitted maximal effect
Target sequence (Q27686 whole entry, looked up): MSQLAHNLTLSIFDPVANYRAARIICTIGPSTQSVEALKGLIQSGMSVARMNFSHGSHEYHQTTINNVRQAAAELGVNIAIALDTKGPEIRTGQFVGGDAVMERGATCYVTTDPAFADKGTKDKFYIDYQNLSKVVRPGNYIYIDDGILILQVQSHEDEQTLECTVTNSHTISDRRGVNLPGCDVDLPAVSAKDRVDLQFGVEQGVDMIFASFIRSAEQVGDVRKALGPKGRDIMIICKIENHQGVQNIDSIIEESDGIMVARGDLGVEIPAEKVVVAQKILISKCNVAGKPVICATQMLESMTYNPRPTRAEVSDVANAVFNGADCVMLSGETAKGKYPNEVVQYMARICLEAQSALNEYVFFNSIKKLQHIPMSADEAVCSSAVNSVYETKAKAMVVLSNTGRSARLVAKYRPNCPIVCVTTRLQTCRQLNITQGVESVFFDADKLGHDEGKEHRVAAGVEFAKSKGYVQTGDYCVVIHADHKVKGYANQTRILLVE
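Purified LmPK (0.1 nM) with 0.5 mM PEP and 0.1 mM ADP in imidazole buffer pH 7.2 with MgCl2/KCl, 1 h at room temperature. ATP formed was read by luciferase luminescence and normalized to no-enzyme and uninhibited controls.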
AMA1-RON2 inh – qHTS for Inhibitors of AMA1-RON; Towards Development of Antimalarial Drug Lead: Primary Screen; AID 720542, 2013; AlphaScreen AMA1-biotinylated RON2 peptide binding; Plasmodium falciparum AMA1 (3D7) - RON2 peptide interaction; hit rate 0.2% among 360,000; Potency, µM (doses to about 58.2 µM), for the others: at the top dose activity change, negative = inhibition, hits mostly inhibitors;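 further: potency means the concentration at half of the fitted maximal effect; 0% = vehicle wells and -100% = peptide control; nearly all actives have a fitted effect of over 45% in size; some results filed as inactive show a strong effect at the top dose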
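AMA1 (3D7) with his tag at 25 nM final met compounds first, then biotinylated RON2 peptide at 25 nM; detection used donor plus acceptor beads, 10 µg/mL apiece, read by AlphaScreen after 30 min at room temperature.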
HCMV inh – qHTS Assay for inhibitors of the human cytomegalovirus (HCMV); activity change, negative = inhibition, % at 57.5 µM; hit rate 4.5% among 410,000; AID 1259415, 2018; HFF cells, HCMV-luciferase reporter, 72 h; active compounds read low; in the data active means activity change below about -60%; inconclusive means no clear call, values can overlap the other calls; inactive means above about -39%
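Two-dose cell screen: HFF monolayers treated with compounds and infected with luciferase-expressing HCMV at 1 PFU/cell, 72 h at 37C, then lysed for luciferase measurement.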
* = called active by the depositor; ? = inconclusive; . = not tested or not shown; & = joins results of further samples; [ ] = another dose, or the depositor's remark. Unless noted, the call rests on the fitted dose curve; in most records, active means well fitted curve in the direction sought with a large enough effect; inconclusive means small, poorly fitted or top-dose-only effect, or another doubt; inactive means no such curve, though single readings can be large; an effect the other way counts as inactive or inconclusive. Unless noted, on the % scale 0 is the no-effect control and ±100 the full control effect.

SMILES | AmpC inh detg | Tb PYK inh | AmpC inh no detg | Sm TGR inh | LmPK inhibitor | AMA1-RON2 inh | HCMV inh
CCOc1ccccc1CNC(=O)CN1C(=O)C2CCCCN2c2ccc(C(=O)N(C)C)cc21 (stereo not given) | 14% | -2% | . | 1% | . | . | 12
Cc1ccccc1NC(=S)N(CCN(C)C)C(C)c1ccccn1 (stereo not given) | -4% | 6% | -8% | 4% | -7% | 22% | ?
Cc1ccccc1OCCOC(=O)c1ccc(S(=O)(=O)N2CCCC2)cc1 | -19% | 2% | 5% | 2% | . | 49%[activator] | 2
Cn1c(-n2cccc2)c(-c2c(-c3ccc(F)cc3)[nH]c3c2c(=O)[nH]c(=O)n3C)c(=O)[nH]c1=O | 2% | -5% | . | -4% | . | . | 82
CC1CCN(S(=O)(=O)c2ccc(S(=O)(=O)N3CCCC3)cc2)CC1 | 1% | -1% | 1% | 10% | -5% | 11% | -23
CCc1c(C(C)S(=O)(=O)c2ccccc2)[nH]c(=O)n1CC (stereo not given) | -7% | -16% | -22% | 1µM* | 4% | -9% | 24
COc1ccc(CC(=O)OCC(=O)NC(=O)Nc2ccccc2F)cc1 | ? | 5% | -23% | 2% | . | 1% | -27
Cc1ccc(-c2cn3cccc(C)c3n2)cc1 | -5% | 1% | -9% | 14% | 25µM* | -17% | 67
Cc1cccc(N2C(=O)CC(N3CCN(Cc4ccc(Cl)cc4)CC3)C2=O)c1 (stereo not given) | 2% | -6% | -10% | 45µM* | 5% | 14% | -2
CC(NC(=O)COC(=O)C12CC3CC(CC(Br)(C3)C1)C2)c1ccccc1 (stereo not given) | . | 5% | 10% | . | . | -8% | -15
CC(C)n1cc(CN2CCC(n3nccc3NC(=O)CCCc3ccccc3)CC2)cn1 | 4% | 5% | 30% | -1% | -1% | -4% | 17
CC(C)NC(=O)NC(=O)COC(=O)Cc1ccsc1 | ? | -4% | -11% | -33% | -2% | -4% | -35
COC(=O)c1ccc(OCC(O)Cn2cnc3cc(C)c(C)cc32)cc1 (stereo not given) | 3% | 0% | . | 2% | . | . | 19
CSc1ccc(C(=O)N2CCc3ccc(NC(=O)c4ccccn4)cc3C2)cc1 | 14% | -10% | 28% | 8% | -7% | 18% | -16
CC1CCCC/C1=N\NC(=S)Nc1cccnc1 (stereo not given) | -8% | -14% | -34% | ? | 11% | 13% | -29
CCOC(=O)C1CCN(C(=O)CSc2ccccc2)CC1 | 3% | -17% | -3% | -33% | -8% | 7% | 31
COc1ccc(-c2cc3nc(-c4ccccc4)cc(N4CCC5(CC4)OCCO5)n3n2)cc1 | -16% | 1% | 24% | -8%[11.4 µM] | 12% | 3% | -37
O=C(NCCCNC(=O)c1ccc(Cl)cc1Cl)c1ccccn1 | -1% | 0% | -7% | 6% | 2% | 35%[activator] | -2
CCCn1c(=O)c2sccc2n2c(CCCC(=O)N3CCN(c4cccc(Cl)c4)CC3)nnc12 | 17% | 1% | . | 0% | . | . | ?
Cc1oc(-c2ccccc2F)nc1CS(=O)(=O)CC(=O)NC1CCCC(C)C1C (stereo not given) | -9% | 3% | 86%[activator] | -22% | 0% | -5% | -22
FC(F)(F)c1ccc(-c2n[nH]c(=S)o2)nc1 | -5% | -26% | 0% | 7% | 6% | 27% | 56
Nc1ccn([C@@H]2O[C@H](C(=O)Nc3cc(C(F)(F)F)cc(C(F)(F)F)c3)[C@@H](O)[C@H]2O)c(=O)n1 | . | 4% | . | . | . | -1% | 14
Cc1cccc(C(=O)Nc2sc3c(c2C#N)CCCCC3)c1 | 0% | -6% | -48% | -1% | -5% | -14% | 28
COC(=O)c1sc(S(=O)(=O)NCC(=O)O)c(C(=O)OC)c1C | -9% | -3% | -21% | -10% | 0% | 12% | 37
CCCCn1c(=O)n(-c2ccc(Br)cc2F)c(=O)c2c3c(sc21)CN(C(C)=O)CC3 | -5% | 1% | . | 5% | . | . | -2
(listing goes on)
SMILES | AmpC inh detg | Tb PYK inh | AmpC inh no detg | Sm TGR inh | LmPK inhibitor | AMA1-RON2 inh | HCMV inh
CCCN(CCC)CCCNC(=O)Cn1cnc2onc(-c3ccc(F)cc3)c2c1=O | 25% | -2% | . | 1% | . | . | -26
O=C(COC(=O)C1CC2CCCC(C1)C2=O)Nc1nc(-c2ccc(F)c(F)c2)cs1 (stereo not given) | ? | 2% | 10% | -1% | . | 8% | -11
CCN(CC)S(=O)(=O)c1cccc(C(=O)N[C@H](C(=O)NNC(=O)c2ccccc2)C(C)C)c1 | 12% | 2% | -1% | 8% | 3% | 85%[activator] | -32
Cc1ccccc1NC(=O)c1c(C)oc2ccc(O)c(CN3CCCC(C)C3)c12 (stereo not given) | 14% | 2% | . | -3% | . | . | -20
CCCCCOC(=O)C1=C(C)NC(=O)NC1c1ccccc1OCC (stereo not given) | -9% | 6% | 16% | 1% | 8% | -15% | 4
CCc1cc(=O)oc2c3c(cc(OCC(=O)Nc4cccnc4)c12)OC(C)(C)CC3 | ? | 0% | 51% | 9% | 0% | 3% | -12
CC(=O)Nc1ccc2c(c1)CCCC2 | -2% | 2% | -2% | -3% | -1% | 6% | 18
CC(C)c1ccc2oc(-c3ccc(Cl)c(NC(=O)Cc4ccccc4)c3)nc2c1 | -6% | 2% | . | -3% | . | . | ?
CCc1ccc2oc(C(=O)Nc3cccc(Cl)c3C)cc(=O)c2c1 | 1% | -6% | . | -2% | . | . | -5
Fc1ccc(C2=CC(c3ccco3)n3ncnc3N2)cc1 (stereo not given) | -14% | -12% | -24% | ? | 1% | 7% | .
CCN(CC)c1ccc(NC(=O)CN2CCN(c3ccc(F)cc3)CC2)cc1 | -17% | -18% | 45% | 0% | 6% | -3% | -33
CC(C)OC(=O)CSc1ncnc2c1cnn2-c1ccccc1 | 1% | 3% | 0% | -10%[11.4 µM] | 11% | 1% | -30
CCOc1ccc(C(=O)OCC(=O)Nc2cccc(S(=O)(=O)N3CCCC3)c2)cc1 | 5% | 3% | -22% | 6% | . | 5% | 14
CCc1cc2c(cc3c(=O)n(CC(=O)NC(C)C)nc(CC)n32)s1 | 20% | -7% | . | 11% | . | . | -12
CCc1cc(-c2nnn(CCC3COCCO3)c2CC)ccc1-c1cn(CCc2c[nH]c3ccccc23)nn1 (stereo not given) | . | 1% | . | . | . | -20% | -80*
O=C(c1cc2cc([N+](=O)[O-])ccc2s1)N1CCCCC1 | 4% | 7% | ? | 4% | 1% | -4% | 8
CCN(CC)CCCNC(=O)c1cc(-c2ccc(Cl)c(Cl)c2)on1 | -5% | -1% | 9% | -1% | -4% | -9% | 66
CCN(CCCNC(=O)CNC(=O)Cn1cnc2ccccc2c1=O)c1cccc(C)c1 | 0% | -7% | 139%[activator] | -30% | -10% | -3% | -8
O=C(CSc1ncc(-c2ccc(F)cc2)n1Cc1ccco1)Nc1nccs1 | -3% | 1% | -15% | 4% | 5% | 4% | -19
Cc1cc(Cl)cc(C)c1OCCCCN1CCOCC1 | ? | 3% | 47% | -1% | -4% | -7% | -21
Cc1cc(C)cc(N(C(C)C(=O)NC2CCCC2)S(C)(=O)=O)c1 (stereo not given) | ? | -1% | -3% | -8% | 11% | 9% | 6
CCC(=O)c1c[nH]c(C(=O)NCCCn2ccnc2)c1 | -2% | 26% | -16% | 0% | -1% | -9% | 52
CC1(C)CC2CC(C)(CN2C(=O)COC(=O)c2ccc(Cl)c(N)c2)C1 (stereo not given) | -14% | -3% | 14% | 70%[activator] | 3% | 8% | -2
COc1cc(NCCCCC(C)N)c2nccc(C)c2c1 (stereo not given) | . | -2% | . | . | . | 41%[activator] | -71*
CN(C(=O)CSc1nnc(NC2CCCCC2)s1)C1CCS(=O)(=O)C1 (stereo not given) | 5% | -3% | -21% | 10% | -2% | 1% | 2
The listing continues:
SMILES | AmpC inh detg | Tb PYK inh | AmpC inh no detg | Sm TGR inh | LmPK inhibitor | AMA1-RON2 inh | HCMV inh
CSc1ncc(C(=O)NCc2cccc(Br)c2)c(-c2ccccc2)n1 | 0% | 3% | . | -6% | . | . | -3
Cc1ccccc1NC(=O)C(=O)NNC(=O)COc1ccc2ccccc2c1 | -2% | ? | -47% | 8% | 0% | 111%[activator] | 19
COc1ccc(N2CCN(C(=O)c3cc(S(=O)(=O)N4CCCCCC4)cn3C)CC2)cc1 | 24% | -1% | . | 0% | . | . | -7
O=[N+]([O-])c1ccc(SCCc2ccncc2)cc1 | 3%&-2% | ? | -11%&-9% | -17%&-17% | 10%&0% | -12%&-23% | ?
O=[N+]([O-])c1ccc(/C=N/Nc2nc(N3CCCCC3)nc(N3CCCCC3)n2)o1 | 4% | 6% | -56% | -19% | -1% | -9% | -30
O=c1c2ccccc2nc(/C=C/c2c[nH]c3ccccc23)n1-c1ccc([N+](=O)[O-])cc1 | -2% | -9% | -32% | 1% | -2% | 1%[2.32 µM] | -18
COc1ccc(C)cc1NC(=O)CC(NC(C)=O)c1ccccc1 (stereo not given) | 6% | -1% | 19% | 6% | -12% | -2% | -27
COc1ccc(Br)cc1/C=N/NC(=O)c1ccco1 | 4% | 0% | -29% | 3% | -3% | -8% | -26
O=C(C1CCCN(S(=O)(=O)c2cccc3nsnc23)C1)N1CC=C(c2ccccc2)CC1 (stereo not given) | 3% | 2% | 42% | -23% | 3% | -12% | -61*
COC(=O)c1c(C)nn(-c2ccccc2)c1-n1cccc1 | -10% | 1% | -11% | 0% | 8% | -1% | -8

Entries listed so far containing a nitro group on carbon (four):
SMILES | AmpC inh detg | Tb PYK inh | AmpC inh no detg | Sm TGR inh | LmPK inhibitor | AMA1-RON2 inh | HCMV inh
O=C(c1cc2cc([N+](=O)[O-])ccc2s1)N1CCCCC1 | 4% | 7% | ? | 4% | 1% | -4% | 8
O=[N+]([O-])c1ccc(SCCc2ccncc2)cc1 | 3%&-2% | ? | -11%&-9% | -17%&-17% | 10%&0% | -12%&-23% | ?
O=[N+]([O-])c1ccc(/C=N/Nc2nc(N3CCCCC3)nc(N3CCCCC3)n2)o1 | 4% | 6% | -56% | -19% | -1% | -9% | -30
O=c1c2ccccc2nc(/C=C/c2c[nH]c3ccccc23)n1-c1ccc([N+](=O)[O-])cc1 | -2% | -9% | -32% | 1% | -2% | 1%[2.32 µM] | -18
